High-throughput results as filed in PubChem.
GPR7 antagonist: human neuropeptides B/W receptor 1 antagonism. P48145. GPR7-expressing cells, fluorescence antagonist assay. inhibition, % at 4.4 µM. hit rate 1.1% among 290,000; in the data active = inhibition above about 16%, passing the limit was not always enough;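 note: cells stimulated with the agonist NPW; 0% = agonist with vehicle and 100% = vehicle without agonist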
Target sequence (P48145 whole entry, looked up): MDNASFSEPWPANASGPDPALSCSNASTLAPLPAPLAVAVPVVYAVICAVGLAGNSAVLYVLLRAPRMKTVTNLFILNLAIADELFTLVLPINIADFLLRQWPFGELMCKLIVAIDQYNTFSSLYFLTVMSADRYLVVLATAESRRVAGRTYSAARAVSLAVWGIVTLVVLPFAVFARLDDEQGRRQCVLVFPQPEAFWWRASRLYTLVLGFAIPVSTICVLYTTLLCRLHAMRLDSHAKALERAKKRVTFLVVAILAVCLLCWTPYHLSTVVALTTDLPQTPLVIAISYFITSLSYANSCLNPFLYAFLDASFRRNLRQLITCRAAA
MEKK2 mut-MEK5: signal of MEK5 binding to mutant human MEKK2 PB1 domain. bead flow cytometry, Alexa488-MEK5 binding to MEKK2 mutant. percent response, % at 10 µM. hit rate 0.35% among 290,000. AID 1530; in the data active = percent response above about 24%, passing the limit was not always enough; note: inactives centre near 1; some results filed as inactive read as strong as hits
GalR3 antag: antagonists of human GalR3. O60755. HEK293 GalR3-CNG cAMP membrane potential fluorescence; galR3 body fused to GalR1 C-terminus. inhibition, % at 3 µM. hit rate 0.44% among 360,000. AID 651719;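 active = inhibition above the screen-wide average plus 3 SD, cut at about 13% in these data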;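 note: forskolin and galanin both at EC90 stimulate the cells; cAMP rise reported by CNG channel membrane potential dye signal; 0% = forskolin plus galanin with DMSO and 100% = forskolin alone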
Target sequence (O60755 1-299 limits assumed): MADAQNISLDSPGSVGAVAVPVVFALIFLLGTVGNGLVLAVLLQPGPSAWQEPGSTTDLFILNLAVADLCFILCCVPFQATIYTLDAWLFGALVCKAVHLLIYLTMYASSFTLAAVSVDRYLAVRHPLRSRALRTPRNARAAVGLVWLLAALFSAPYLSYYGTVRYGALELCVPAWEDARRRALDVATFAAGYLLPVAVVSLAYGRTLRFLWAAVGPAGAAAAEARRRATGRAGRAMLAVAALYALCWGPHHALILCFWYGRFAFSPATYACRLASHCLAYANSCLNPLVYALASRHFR
NALP1 yeast inh: blocks the NALP1 inflammasome reconstituted in yeast; S. cerevisiae NALP1/ASC/caspase-1 growth, X-gal OD620, 72 h; inhibition, % at 10 µM; hit rate 0.61% among 280,000; AID 2071; in the data active = inhibition mostly above about 24%, no sharp cut-off; inactive = mostly below about 32%; note: some compounds called inactive have numbers as strong as hits
M18AAP inhibitor: PfM18AAP enzyme inhibition; recombinant PfM18AAP, H-Glu-NHMec fluorogenic cleavage; inhibition, % at 7.35 µM; hit rate 1.2% among 290,000;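 active = inhibition above the campaign mean inhibition over all tested compounds plus 3 SD, cut at about 28% in these data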;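 note: 0% = plate median of test compound wells and 100% = 2 mM ZnCl2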
OXTR agonist: human OXTR agonism; CHO-OTR cells, Fluo-8 calcium fluorescence; normalized: DMSO 0%, oxytocin 100%; activation, % at 3 µM; hit rate 0.32% among 320,000; AID 2435;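 active = activation above the mean of all tested compounds plus 3 SD, cutoff set per screening run, cut at about 20% in these data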;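 note: peak over basal fluorescence ratio from a 100 s FLIPR kinetic read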
OXTR potentiate: human OXTR potentiation. hit rate 0.061% among 320,000. CHO-OTR cells, Fluo-8 calcium fluorescence, potentiator mode; 0% = oxytocin EC15, 100% = EC100. activation, % at 3 µM. P30559. AID 2445;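 active = activation above that plate's cutoff, the mean activation of tested compounds plus 3 SD, cut at about 6.6% in these data, passing the limit was not always enough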;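 note: 100% uses oxytocin at 75 nM as the full agonist control; some results filed as inactive read as strong as hits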
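Replication – single well per compound, singlicate · Assay system – CHO cell line stably expressing human OTR · Timing – 6 min pre-incubation, 100 s read · Measure – normalized max/min fluorescence ratio, % activation · Doses – 3.0 µM, one dose · Detection – Fluo-8 calcium dye fluorescence · Probe or stimulus – oxytocin near EC15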
MEKK2wt PB1 HTS: raises or lowers MEK5 binding to wildtype human MEKK2 PB1 domain; bead flow cytometry, Alexa488-MEK5 binding to MEKK2 WT; actives lie on both sides; hit rate 1.1% among 290,000; binding response (% of control), % at 10 µM; AID 1531; in the data active = binding response below about 67% or above about 130%
V1R ag counter: V1a receptor agonism, counter-screen for OXTR agonists. AID 2797. P37288. CHO-V1R cells, Fluo-8 calcium fluorescence, agonist mode; 0% DMSO, 100% 3 nM vasopressin. activation, % at 3 µM. hit rate 0.25% among 320,000;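 active = activation above the mean activation of all tested compounds plus 3 SD, per screening run, cut at about 20% in these data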;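 note: signal is peak over basal fluorescence ratio across a 100 second FLIPR read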
Target sequence (P37288 whole entry, looked up): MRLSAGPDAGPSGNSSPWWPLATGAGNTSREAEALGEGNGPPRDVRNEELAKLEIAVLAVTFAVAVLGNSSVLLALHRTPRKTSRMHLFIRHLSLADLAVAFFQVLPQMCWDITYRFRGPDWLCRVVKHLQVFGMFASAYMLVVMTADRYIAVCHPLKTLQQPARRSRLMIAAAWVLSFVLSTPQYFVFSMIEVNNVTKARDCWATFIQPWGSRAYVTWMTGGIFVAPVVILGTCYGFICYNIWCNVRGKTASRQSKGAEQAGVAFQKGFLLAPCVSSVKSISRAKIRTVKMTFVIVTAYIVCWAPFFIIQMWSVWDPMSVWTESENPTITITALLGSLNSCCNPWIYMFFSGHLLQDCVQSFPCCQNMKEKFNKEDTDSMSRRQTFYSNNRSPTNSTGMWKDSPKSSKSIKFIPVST
Starred values were filed as active, the others as inactive; . = not tested or not shown; & = joins results of further samples; [ ] = remark or other dose.

mol	GPR7 antagonist	MEKK2 mut-MEK5	GalR3 antag	NALP1 yeast inh	M18AAP inhibitor	OXTR agonist	OXTR potentiate	MEKK2wt PB1 HTS	V1R ag counter
c1ccc(-n2nnnc2-n2nnc3ccccc32)cc1	-7	8	-6	1	-8	-1.4	0	111	1.2
Nc1ccc(-c2nc3c(Cl)cc(N)cc3[nH]2)cc1	-7	2	1	3	0	0.7	-23	92	-0.6
CCN(CC)C(=O)[C@H]1CC(CC(=O)NCCN2CCOCC2)C(=O)N2CCc3c([nH]c4ccccc34)[C@]12C (some centres not stated)	.	.	-4	.	.	1.3	-5	.	0.8
Cc1ccc2c(c1)N(CC(=O)N1CCC(C)CC1)C(=O)c1cccnc1O2	-1	1	0	18	-4	1.7	-7	103	2.7
Fc1ccc(N/N=C/c2ccc(N3CCOCC3)cc2)c(F)c1	-14	-6	-4	10	7	0.7	-13	88	-0.3
CCC1(C)Cc2c(sc3nnn(CC(=O)Nc4ccccc4C)c(=O)c23)CO1 (configuration not stated)	-9	5	-1	1	5	-0.7	-8	101	-0.1
Oc1ccccc1CN(Cc1ccco1)CC(O)COCc1ccc(Cl)cc1 (configuration not stated)	1	3	-3	22	8	-0.6	-2	103	1.6
COc1cccc(NC(=O)CN(C)C(=O)c2ccccc2OCC(=O)Nc2cccc(C(F)(F)F)c2)c1	.	.	-3	.	.	4.2	-18	.	3.4
CN(C)CCCn1c(SCCN2C(=O)c3ccccc3C2=O)nc2ccccc2c1=O	-1	0	3	-7	-12	0.1	-4	104	-0.8
COCCn1c(C)cc(C(=O)COC(=O)c2cc3c(s2)CCC3)c1C	5	-2	-1	-7	10	0.9	-14	98	2.1

Other structures follow:
mol	GPR7 antagonist	MEKK2 mut-MEK5	GalR3 antag	NALP1 yeast inh	M18AAP inhibitor	OXTR agonist	OXTR potentiate	MEKK2wt PB1 HTS	V1R ag counter
COc1ccc(Cl)cc1NC(=O)CC1CCCC1	-5	-4	-8	18	-1	-1.9	-6	93	-0.9
O=[N+]([O-])c1ccc(/C=N/NC(=S)Nc2ccccc2F)o1	-4	1	2	-2	14	0.9	2	84	0.8
O=C(COC(=O)/C=C/c1ccccc1)NCC1CCCO1 (configuration not stated)	-3	-3	7	6	3	-0.3	-21	98	-0.9
Nc1ccc[n+](Cc2ccccn2)c1	2	3	-2	-8	-2	0.8	0	98	1.5
CCOC(=O)C1CCCN(C2=NC(=O)/C(=C/c3ccc(OC)cc3OC)S2)C1 (configuration not stated)	-19	4	-10	2	28*	.	.	103	.
CN(C(=O)CCS(=O)(=O)c1ccc2c(c1)oc(=O)n2C)C1CCCCC1	3	-1	7	14	-4	2.5	-3	99	1.0
O=c1[nH]c(Nc2ccc3c(c2)OCCO3)nnc1Cc1ccccc1	-10	-3	-5	4	-9	-0.6	-18	90	1.4
CCOc1cc(N2CCOCC2)c(OCC)cc1NC(=O)C1=NN(c2cccc(C)c2)C(=O)CC1	-20	-15	-5	-7	3	-2.9	1	82	-0.8
COc1ccc(-c2cn(Cc3ccc([N+](=O)[O-])cc3)nn2)cc1	19	0	1	24	2	1.4	-3	103	2.2
O=C(Nc1ccc(OCC(=O)N2CCOCC2)cc1)c1cncc(Br)c1	-1	1	-3	28	-4	2.4	-4	101	0.5

Following part:
mol	GPR7 antagonist	MEKK2 mut-MEK5	GalR3 antag	NALP1 yeast inh	M18AAP inhibitor	OXTR agonist	OXTR potentiate	MEKK2wt PB1 HTS	V1R ag counter
CC(=O)C1=C(O)C(=O)N(c2ccc(Br)cn2)C1c1ccc(F)cc1 (configuration not stated)	-8	-8	2	19	1	-1.5	-7	80	-0.2
COc1ccc(N2CC(C(=O)Nc3c4c(nn3-c3ccc(OC)cc3)CS(=O)(=O)C4)CC2=O)cc1 (configuration not stated)	-5	3	0	5	-3	-0.3	-7	106	-0.3
COc1ccc(OC)c(NC(=O)CSc2nc3scc(C)c3c(=O)[nH]2)c1	4	-8	2	9	-4	4.1	-7	95	3.0
CCOc1ccc(N=Nc2c(=O)[nH]n3c(=O)cc(C)[nH]c23)cc1	-4	-3	-1	0	10	-2.8	-11	96	-0.4
Cc1ccc(C)c(NC(=O)C2CC=CCC2C(=O)O)c1 (configuration not stated)	-5	9	0	-10	-2	0.4	-4	104	0.5
COc1ccc(CCNC(=O)C2CCN(C(=O)c3ccccc3C)CC2)cc1	-3	6	-10	-13	3	0.2	-9	108	0.4
Cc1ccc(S(=O)(=O)Cn2nnnc2C(CC(C)C)N2CCN(C(=O)c3ccco3)CC2)cc1 (configuration not stated)	-10	-6	-2	36	11	1.1	4	94	0.9
OCCCNc1nc(-c2ccc(Br)cc2)nnc1-c1ccc(Cl)cc1	5	2	-5	34	-5	-1.6	-2	102	0.2
O=C(CN1CCOCC1)Nc1nc2ccc([N+](=O)[O-])cc2s1	-9	-3	-5	1	6	0.9	3	97	3.0
C=CC[C@H](CC(=O)NCCO)C(=O)NC[C@H](OC(=O)[C@@H](CC=C)Cc1ccc(F)cc1)c1ccccc1	.	.	2	.	.	-1.3	-4	.	-0.5

3 of the entries above in order of their number in MEKK2 mut-MEK5, smallest number first.
canonical_smiles,MEKK2 mut-MEK5
COc1ccc(OC)c(NC(=O)CSc2nc3scc(C)c3c(=O)[nH]2)c1,-8
CCOc1ccc(N=Nc2c(=O)[nH]n3c(=O)cc(C)[nH]c23)cc1,-3
c1ccc(-n2nnnc2-n2nnc3ccccc32)cc1,8

M18AAP inhibitor, hit marks shown above
Structure | GPR7 antagonist | MEKK2 mut-MEK5 | GalR3 antag | NALP1 yeast inh | M18AAP inhibitor | MEKK2wt PB1 HTS
CCOC(=O)C1CCCN(C2=NC(=O)/C(=C/c3ccc(OC)cc3OC)S2)C1 (configuration not stated) | -19 | 4 | -10 | 2 | 28* | 103

(list continues)
mol	GPR7 antagonist	MEKK2 mut-MEK5	GalR3 antag	NALP1 yeast inh	M18AAP inhibitor	OXTR agonist	OXTR potentiate	MEKK2wt PB1 HTS	V1R ag counter
CC(C)(CC(=O)O)CC(=O)Nc1ccc2c(c1)ncn2CCc1ccccc1	3	8	-4	9	3	-0.2	-6	105	0.5
CCc1ccccc1C1=CC(=O)C[C@H](c2ccc(OC)cc2)C1	.	.	-8	.	.	0.4	-3	.	-0.6
Cc1ccc(Cl)c(OCCN2CCc3ccccc3C2)c1	-12	4	-13	-71	2	-0.8	3	108	-1.1
Cc1cc(OCCn2cnc3ccccc3c2=O)cc(C(C)C)c1	1	-4	-2	28	3	0.2	-13	91	0.2
N/C(=N\OC(=O)CCCCCN1C(=O)c2ccccc2C1=O)c1ccccc1	5	1	-3	34	-6	1.3	-4	97	1.1
Cc1csc(NC(=O)C2CCCN2C(=O)OCC(C)C)n1 (configuration not stated)	-5	4	-3	11	2	0.2	3	107	-0.1
Clc1cccc(N2CCN(c3nnnn3-c3ccccc3)CC2)c1	-6	-2	-6	10	-1	-1.9	-5	107	-0.8
CC(=O)Nc1ccc(C(=O)N/N=C/C2CC3C=CC2C3)cc1 (configuration not stated)	-4	-1	-4	8	-11	0.9	2	97	1.6
CCOC(=O)NC(=O)CSc1nnnn1-c1ccc(C)cc1	2	-16	-5	3	-6	-0.5	-9	2.0*[inhibitor]	1.1
COC(=O)c1ccc(C)c(NC(=O)Cn2cnc3ccccc3c2=O)c1	-12	7	0	3	6	-0.2	-2	106	0.3

Later entries
Compound	GPR7 antagonist	MEKK2 mut-MEK5	GalR3 antag	NALP1 yeast inh	M18AAP inhibitor	OXTR agonist	OXTR potentiate	MEKK2wt PB1 HTS	V1R ag counter
O=C(Nc1ccc(Br)cc1)c1ccc(N2C(=O)C3CC=CCC3C2=O)cc1 (configuration not stated)	-6	-1	3	30	0	2.2	-13	97	4.2
O=C(NCc1ccccc1)C1CCC(CNc2c(N3CCCCC3)c(=O)c2=O)CC1 (configuration not stated)	10	-7	-2	33	-1	-0.7	-3	77	0.6
CCOC(=O)c1sc(NC(=O)c2cccc(S(=O)(=O)N(CC)CC)c2)cc1C	-1	2	-4	-6	0	0.4	-22	117	4.8
CCOc1ccc(CNC(=O)CCC(=O)n2nc(C)c3ccccc32)cc1	-11	1	-1	25	-11	0.3	1	102	2.4
Cc1ccc(OCC(=O)N/N=C/c2c[nH]c3ccccc23)c([N+](=O)[O-])c1	13	21	-9	4	2	3.0	-6	119	2.9
O=C(O)c1ccccc1NS(=O)(=O)c1cccc2nsnc12	8	-1	-8	1	12	0.7	-1	96	-0.1
Cc1ccccc1C(=O)NCCNC(=O)c1ccccn1	0	0	-5	5	-8	-0.1	2	97	0.4
COc1ccc(-c2nc(C#N)c(N3CCC(C(N)=O)CC3)o2)cc1	-14	0	-2	11	-10	-1.1	0	96	-0.2
N#Cc1ccccc1Sc1ccccc1C(=O)OCc1nnc(-c2ccccc2)o1	-10	9	3	-2	1	2.1	-22	106	2.7
Cc1ccc(CC(=O)Nc2ccc(S(=O)(=O)N3CCOCC3)cc2)cc1C	.	.	1	.	.	1.5	-3	.	2.4
Cc1ccc(CNC(=O)Cn2cc(C(F)(F)F)ccc2=O)cc1	-8	-2	-3	19	2	-1.7	-9	92	-0.4
CC(C)c1ccc(/C=C/C(=O)Nc2nncs2)cc1	1	1	-2	33	2	-1.2	-1	94	0.0
CNS(=O)(=O)c1cccc(C(=O)OCC(=O)Nc2ccc(Cl)cn2)c1	0	-5	-5	.	0	0.8	-1	102	0.4
CC(=O)Nc1cccc(/C(C)=N/NC(=O)c2ccc(O)cc2)c1	4	1	-3	-15	3	0.7	-4	105	-0.2
CCOC(=O)Cn1nc(-c2ccccc2)ccc1=O	-2	7	-4	-15	0	0.4	-5	114	0.2
CCOC(=O)C1=C(C)NC(C)=C(C(=O)OCC)C1c1ccccn1	19*	-1	-2&1	1	-7	-0.9	7	94	-0.1
CC1CCCN(C(=O)Cc2cn(Cc3cccc(Cl)c3)c3ccccc23)C1 (configuration not stated)	8	-1	-4	8	2	-0.8	-10	98	1.1
O=C(CCOc1ccccc1)Nc1nnc(-c2ccc3c(c2)OCCO3)o1	1	-11	-3	6	-5	0.1	5	98	-0.5
O=C(COC(=O)/C=C/c1ccc(S(=O)(=O)N2CCc3ccccc32)cc1)NC1CCS(=O)(=O)C1 (configuration not stated)	-7	2	-7	4	1	-0.5	-4	103	0.8
Cc1nn(C(=O)c2cc([N+](=O)[O-])ccc2Cl)c(C)c1Br	5	-4	-13	18	-9	-0.1	-14	102	-0.1

Retrieved by structure from the list above:
Compound	GPR7 antagonist	MEKK2 mut-MEK5	GalR3 antag	NALP1 yeast inh	M18AAP inhibitor	OXTR agonist	OXTR potentiate	MEKK2wt PB1 HTS	V1R ag counter
CN(C(=O)CCS(=O)(=O)c1ccc2c(c1)oc(=O)n2C)C1CCCCC1	3	-1	7	14	-4	2.5	-3	99	1.0
Cc1ccc(S(=O)(=O)Cn2nnnc2C(CC(C)C)N2CCN(C(=O)c3ccco3)CC2)cc1 (configuration not stated)	-10	-6	-2	36	11	1.1	4	94	0.9
COc1ccc(CCNC(=O)C2CCN(C(=O)c3ccccc3C)CC2)cc1	-3	6	-10	-13	3	0.2	-9	108	0.4
